BCR signal inh = blocks chronic active B-cell receptor signaling | 340,000 tested, 0.05% active | AID 493014 | ABC-DLBCL IkBa-CBG/CBR reporter, luminescence ratio, 4 h | Potency, µM (doses to about 46.1 µM), for the others: at the highest dose ratio change, negative = lower green/red ratio, most hits filed as inhibitors; active means well fitted inhibition curve with a large enough effect in the signal ratio, with a control signal flat, not every such curve was filed as active; inconclusive means small, poorly fitted or top-dose-only effect, or effect the other way, or a change in a side signal; the % refers to the signal ratio;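 further: potency means the concentration at half of the fitted maximal effect; plate controls were basal doxycycline-induced cells for no effect and cells given 10 µM MG132 for full effect; MG132 reads +100%, hits lower the ratio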
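Doxycycline induced both beetle luciferases in TMD8 lymphoma cells; IKK-driven degradation limits the IkappaBalpha-fused green signal, while red luminescence normalises for cell number and nonspecific effects. Compounds tested up to 46 uM, 4 hrs.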
Giardia kill = Giardia lamblia killing; 340,000 tested, 0.15% active; Giardia lamblia trophozoite viability; activity change, % at 7.66 µM, hits read low; in the data active means activity change below about -80%; inconclusive means between about -30% and that limit;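 further: parasites exposed to compound for two days anaerobically before the ATP read; on the % scale 0 is the no-effect control and ±100 the full control effect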
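ATP-content bioluminescence gauges trophozoite survival. Cells (100/well) receive compound and incubate anaerobically for 48 hrs at 37 deg C; detection reagent follows for 15-30 min at room temperature.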
TCR act = T cell receptor activation; primary human leukocytes, anti-CD3, IL-2 HTRF, 48 h; Potency, µM (highest dose often 9.22 µM), for the others: at the highest dose activation of IL-2 secretion, hits mostly activators; 330,000 tested, under 10 active; AID 504894; further: % of control where 0% means no effect
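Primary human leukocytes were stimulated with a-CD3 beads plus compounds for 48 hr without co-stimulation; secreted IL-2 was quantified by HTRF using a-IL-2-K (europium cryptate) and a-IL-2-d2, excited at 320nm with acceptor emission read at 665nm.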
FBPA coupling cs = counter-screen for Giardia aldolase inhibitors: coupling enzyme system; coupling enzyme system counterscreen, AmpLite Red fluorescence; 290,000 tested, 0.67% active; activity change, negative = inhibition, % at 58.2 µM, hits read low; AID 2472; in the data active means activity change below about -30%; further: on the % scale 0 is the no-effect control and ±100 the full control effect
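Compounds tested against the coupling enzymes alone at 57.5 uM final; readout was AmpLite Red fluorescence (525/598 nm) after 20 min at RT.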
GALK inh = blocks human galactokinase activity; P51570; Purified GALK, Kinase-Glo residual ATP luminescence; Potency, µM (titrated, usually from 57.5 µM), without a hit: at the highest dose activity change, negative = inhibition, hits mostly inhibitors; 270,000 tested, 0.007% active; AID 1868; further: potency means the concentration at half of the fitted maximal effect; on the % scale 0 is the no-effect control and ±100 the full control effect
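GALK at 5 nM final was combined with compound, 35 uM ATP and 100 uM galactose in HEPES pH8.0 with MgCl2 and DTT. The reaction ran one hour at room temperature before luminescent ATP detection.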
AT treatment = potential ataxia-telangiectasia treatments restoring KAP-1 phosphorylation. Potency, µM (doses to about 57.5 µM), for the others: top-dose activation, hits mostly activators. 320,000 tested, 0.19% active. […] A-T fibroblasts, KAP-1 phosphorylation AlphaLISA; neocarzinostatin DNA damage 30 min before lysis; further: potency means the concentration at half of the fitted maximal effect; % of control where 0% means no effect; nearly all actives have a fitted effect of over 45% in size
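hTERT-immortalized A-T patient fibroblasts ([…]), 500 cells/well in OPTI-MEM, 1% FBS, got compounds for 60 min, then NCS for 30 min at 37C. Lysates were then assayed for phospho-KAP-1 by AlphaLISA (anti-pKAP1 donor, anti-KAP1 acceptor beads), 6 hr at 25C.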
hERG WT inh = KCNH2 (human, wildtype) channel inhibition. 340,000 tested, 0.37% active. U2OS, BacMam KCNH2, thallium flux FluxOr; active compounds read low. AID 720551. activity change, % at 1.84 µM;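 active means maximum activity change below -70%; inconclusive means maximum activity change between -70% and -50%; inactive means maximum activity change above -50%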; further: on the % scale 0 is the no-effect control and ±100 the full control effect
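U2OS cells were transduced with wild-type KCNH2 virus (2.03 x 10^8 / mL) for 4 h at room temperature, then cultured overnight at 37 C. Thallium flux was read with FluxOr dye. Rate constants were normalized to DMSO controls.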
MLL CXXC-DNA inh = blocks binding of human MLL CXXC domain to DNA. Q03164. MLL-CXXC / FITC-HOXA9 DNA fluorescence polarization. Potency, µM (top dose mostly 115 µM), for inactives: at the highest dose activity change, negative = inhibition, actives largely listed as inhibitors. 290,000 tested, 0.037% active. AID 2662; active means well fitted inhibition curve with a large enough effect in the polarisation, with a control signal flat, not every such curve was filed as active; inconclusive means small, poorly fitted or top-dose-only effect, or effect the other way, or a change in a side signal; inactive means no such curve, though single readings can be large or run the other way; the % refers to the polarisation; further: potency means the concentration at half of the fitted maximal effect
Target sequence (Q03164 whole entry, looked up, the tested form may be a part): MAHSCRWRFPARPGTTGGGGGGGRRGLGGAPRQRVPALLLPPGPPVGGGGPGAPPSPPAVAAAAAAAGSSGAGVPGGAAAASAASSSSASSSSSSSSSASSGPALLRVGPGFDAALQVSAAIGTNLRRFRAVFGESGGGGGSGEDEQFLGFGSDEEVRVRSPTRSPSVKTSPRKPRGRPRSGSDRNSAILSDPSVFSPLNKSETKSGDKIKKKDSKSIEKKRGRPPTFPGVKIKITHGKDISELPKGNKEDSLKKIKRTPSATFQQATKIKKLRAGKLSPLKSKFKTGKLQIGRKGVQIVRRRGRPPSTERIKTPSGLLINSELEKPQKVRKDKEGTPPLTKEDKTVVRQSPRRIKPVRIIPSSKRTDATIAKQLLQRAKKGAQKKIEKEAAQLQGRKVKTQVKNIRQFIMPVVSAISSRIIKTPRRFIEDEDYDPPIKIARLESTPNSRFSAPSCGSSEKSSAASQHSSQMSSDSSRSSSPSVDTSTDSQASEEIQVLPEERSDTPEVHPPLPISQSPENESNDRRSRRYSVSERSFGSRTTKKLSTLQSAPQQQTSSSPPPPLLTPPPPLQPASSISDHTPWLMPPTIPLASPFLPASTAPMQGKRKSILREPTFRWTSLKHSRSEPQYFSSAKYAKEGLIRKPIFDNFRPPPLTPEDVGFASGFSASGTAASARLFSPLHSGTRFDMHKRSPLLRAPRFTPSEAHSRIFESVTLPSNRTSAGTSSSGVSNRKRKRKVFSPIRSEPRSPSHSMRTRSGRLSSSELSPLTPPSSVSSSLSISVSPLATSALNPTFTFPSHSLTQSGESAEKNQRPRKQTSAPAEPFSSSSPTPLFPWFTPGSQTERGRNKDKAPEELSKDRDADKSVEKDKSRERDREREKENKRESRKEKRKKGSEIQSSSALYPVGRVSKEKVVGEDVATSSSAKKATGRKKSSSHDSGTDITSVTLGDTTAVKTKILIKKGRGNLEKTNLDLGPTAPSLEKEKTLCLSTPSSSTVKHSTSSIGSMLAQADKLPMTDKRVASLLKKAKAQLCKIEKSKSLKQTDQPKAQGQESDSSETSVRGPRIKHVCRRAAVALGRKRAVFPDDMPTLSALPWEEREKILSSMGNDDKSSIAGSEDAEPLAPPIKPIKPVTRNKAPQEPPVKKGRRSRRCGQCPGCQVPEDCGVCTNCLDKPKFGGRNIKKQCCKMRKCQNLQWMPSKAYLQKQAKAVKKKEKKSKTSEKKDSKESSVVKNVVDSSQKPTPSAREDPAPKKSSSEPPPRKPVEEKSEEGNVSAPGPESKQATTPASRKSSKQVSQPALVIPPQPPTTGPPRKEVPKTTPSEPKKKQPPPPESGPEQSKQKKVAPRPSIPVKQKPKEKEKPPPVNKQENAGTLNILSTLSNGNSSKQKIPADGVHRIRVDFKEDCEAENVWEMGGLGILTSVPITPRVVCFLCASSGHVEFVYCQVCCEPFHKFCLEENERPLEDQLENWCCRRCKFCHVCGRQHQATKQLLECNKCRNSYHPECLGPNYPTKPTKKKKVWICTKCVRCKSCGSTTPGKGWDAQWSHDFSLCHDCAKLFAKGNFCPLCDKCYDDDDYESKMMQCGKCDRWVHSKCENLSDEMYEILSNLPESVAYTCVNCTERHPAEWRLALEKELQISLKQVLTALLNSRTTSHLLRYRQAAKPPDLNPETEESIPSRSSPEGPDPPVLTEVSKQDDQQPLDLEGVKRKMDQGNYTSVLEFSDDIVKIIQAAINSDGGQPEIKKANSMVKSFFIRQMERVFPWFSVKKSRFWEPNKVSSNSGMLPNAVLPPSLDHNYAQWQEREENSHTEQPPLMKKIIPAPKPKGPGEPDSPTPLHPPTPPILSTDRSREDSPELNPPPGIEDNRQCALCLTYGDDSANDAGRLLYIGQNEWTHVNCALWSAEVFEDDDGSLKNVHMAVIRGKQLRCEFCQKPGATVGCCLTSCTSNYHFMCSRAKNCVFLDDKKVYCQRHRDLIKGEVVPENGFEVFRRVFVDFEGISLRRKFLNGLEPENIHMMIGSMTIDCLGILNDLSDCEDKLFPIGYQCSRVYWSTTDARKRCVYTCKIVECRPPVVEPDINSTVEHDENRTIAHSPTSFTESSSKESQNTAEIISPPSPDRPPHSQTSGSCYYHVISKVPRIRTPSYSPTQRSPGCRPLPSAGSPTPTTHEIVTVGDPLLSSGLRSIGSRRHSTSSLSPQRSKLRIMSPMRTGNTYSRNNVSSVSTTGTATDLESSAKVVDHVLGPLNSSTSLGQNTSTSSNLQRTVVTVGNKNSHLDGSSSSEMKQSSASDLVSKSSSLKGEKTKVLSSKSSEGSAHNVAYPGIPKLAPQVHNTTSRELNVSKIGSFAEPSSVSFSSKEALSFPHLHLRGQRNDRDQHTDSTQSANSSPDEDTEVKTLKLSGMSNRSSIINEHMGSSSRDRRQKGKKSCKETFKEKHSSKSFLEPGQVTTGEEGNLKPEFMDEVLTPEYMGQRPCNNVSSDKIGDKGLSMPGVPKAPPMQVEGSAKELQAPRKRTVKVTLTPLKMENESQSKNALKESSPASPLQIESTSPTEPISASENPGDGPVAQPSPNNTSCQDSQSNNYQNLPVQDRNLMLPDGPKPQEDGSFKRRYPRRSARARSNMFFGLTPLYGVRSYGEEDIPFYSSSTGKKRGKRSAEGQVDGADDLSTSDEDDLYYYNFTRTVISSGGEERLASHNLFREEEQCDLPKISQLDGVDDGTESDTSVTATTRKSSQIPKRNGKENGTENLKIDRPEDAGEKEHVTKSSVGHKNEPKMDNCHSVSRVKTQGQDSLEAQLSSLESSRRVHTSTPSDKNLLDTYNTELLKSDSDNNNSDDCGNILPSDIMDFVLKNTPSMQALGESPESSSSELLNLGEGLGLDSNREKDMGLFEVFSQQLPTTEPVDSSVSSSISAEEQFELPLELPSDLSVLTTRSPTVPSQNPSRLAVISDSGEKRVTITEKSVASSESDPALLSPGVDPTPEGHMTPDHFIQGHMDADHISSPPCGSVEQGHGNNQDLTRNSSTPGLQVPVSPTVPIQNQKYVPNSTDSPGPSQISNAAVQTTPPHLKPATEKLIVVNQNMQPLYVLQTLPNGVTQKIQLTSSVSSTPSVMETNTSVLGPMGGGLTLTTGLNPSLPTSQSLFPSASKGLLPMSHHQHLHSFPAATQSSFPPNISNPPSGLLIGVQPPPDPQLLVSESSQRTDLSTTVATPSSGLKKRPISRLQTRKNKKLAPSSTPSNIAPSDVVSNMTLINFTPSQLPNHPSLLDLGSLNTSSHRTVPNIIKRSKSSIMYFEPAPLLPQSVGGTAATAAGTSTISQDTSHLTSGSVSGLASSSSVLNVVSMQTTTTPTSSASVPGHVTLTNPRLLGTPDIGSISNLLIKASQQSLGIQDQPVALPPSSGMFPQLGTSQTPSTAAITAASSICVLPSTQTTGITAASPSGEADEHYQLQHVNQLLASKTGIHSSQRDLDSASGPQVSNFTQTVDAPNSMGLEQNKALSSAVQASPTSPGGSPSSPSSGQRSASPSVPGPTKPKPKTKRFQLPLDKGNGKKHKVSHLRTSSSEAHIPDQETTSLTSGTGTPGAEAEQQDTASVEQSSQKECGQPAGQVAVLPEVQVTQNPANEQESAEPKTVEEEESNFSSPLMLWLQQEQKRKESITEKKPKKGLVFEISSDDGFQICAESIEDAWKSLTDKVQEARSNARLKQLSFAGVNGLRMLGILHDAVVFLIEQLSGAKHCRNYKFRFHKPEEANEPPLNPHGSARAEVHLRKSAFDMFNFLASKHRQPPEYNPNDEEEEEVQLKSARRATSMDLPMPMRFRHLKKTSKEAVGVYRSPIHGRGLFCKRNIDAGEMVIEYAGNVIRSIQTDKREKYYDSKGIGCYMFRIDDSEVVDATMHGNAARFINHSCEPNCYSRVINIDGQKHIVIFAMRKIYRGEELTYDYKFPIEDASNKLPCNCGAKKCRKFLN
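Purified MLL-CXXC (added from a 7 uM solution) was preincubated 5 min at ambient with pinned compounds in 50 mM Tris-HCl pH 7.5, 50 mM NaCl, 1 mM DTT, 0.05% BSA. Fluorescein-labeled HOX-A9 DNA (50 nM solution) followed, 30 min, then polarization read.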
TSHR antagonist = antagonists of human thyroid stimulating hormone receptor. P16473. 330,000 tested, 0.2% active. TSHR-expressing cells, TSH-stimulated cAMP HTRF, 2 h; active compounds read low. AID 504810. activity change, negative = inhibition, % at 11.5 µM;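 active means activity change below a set negative limit, meaning inhibition stronger than a set level, cut at about -70% in these data; inconclusive means activity change between two set negative limits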; further: on the % scale 0 is the no-effect control and ±100 the full control effect
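TSHR-expressing cells, 200/well, pre-treated with compound, then stimulated with EC80 TSH (4nM final) for 2 hours at 37 deg C. cAMP measured by competitive HTRF: anti-cAMP cryptate antibody in lysis buffer plus cAMP-d2, read after 30 minutes at room temperature.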
Tb PFK inh = T. brucei PFK enzyme inhibition; Potency, µM (doses to about 57.5 µM), for the others: at the highest dose activity, negative = inhibition, usual class: inhibitors; 330,000 tested, 0.17% active; T. brucei PFK, ADP-Glo luminescence; O15648;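 further: potency means the concentration at half of the fitted maximal effect; 0% = uninhibited 1x PFK enzyme wells and -100% = no-enzyme wells; nearly all actives have a fitted effect of over 60% in size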
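Activity is normalized to no-enzyme wells (full inhibition) and 1.25 nM enzyme wells (no inhibition). Reaction: 0.5 mM F6P, 0.1 mM ATP, 45 min RT, ADP-Glo luminescence; concentration-response curves fitted and classed by quality.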
* hit, by the source's call; ? = inconclusive; . = not tested or not shown; & = joins results of further samples; [ ] = dose if it differs, or a comment. Unless noted, the call rests on the fitted dose curve; in most records, active means well fitted curve in the direction sought with a large enough effect; inconclusive means small, poorly fitted or top-dose-only effect, or another doubt; inactive means no such curve, though single readings can be large; an effect the other way counts as inactive or inconclusive.

SMILES	BCR signal inh	Giardia kill	TCR act	FBPA coupling cs	GALK inh	AT treatment	hERG WT inh	MLL CXXC-DNA inh	TSHR antagonist	Tb PFK inh
Cc1nc2ccc(NC(=O)N3CCOCC3)cc2nc1C	3%	-4	4%	-4	-1%	15%	6	-1%	-4	1%
Cn1nnnc1SCC(=O)N1CCN(S(=O)(=O)c2ccc(Cl)cc2)CC1	6%	-9	1%	4	-4%	1%	2	27%	16	3%
C/C(=N/Nc1ccnc2cc(Cl)ccc12)c1ccc(N)cc1	19%	-13	0%	.	.	3%	3	.	16	13%
O=C(CCc1ccccc1)NNC(=O)Nc1ccccc1	0%	-2	-2%	3	0%	-10%	-1	37%[activator]	14	-2%
Cc1ccc(CN2CCC(C(=O)Nc3ccc(Oc4cccnc4)cc3)CC2)cc1	-1%	-3	-2%	0	-2%	9%	39	-14%	-17	5%
COc1ccc2sc(-c3ccc(N(C)C)cc3)c(C#Cc3cncn3C)c2c1	0%	-11	-1%	.	.	32µM*	-5	.	-7	1%
COc1ccc(NC(=O)COn2nnc3ccc(Cl)cc32)cc1OC	-1%	8	-1%	4	1%	8%	3	8%	3	0%
CCCNC(=O)c1onc(CSc2cccc(OC)c2)c1C(=O)NCCC	5%	-12	3%	1	-1%	0%	14	2%	5	-6%
O=C(OCCN1CCOCC1)c1ccc(Cl)cc1Cl	9%	10	.	1	-1%	2%	0	-8%	-2	-2%
Cc1cc(C(N)=O)nn1-c1c(Cl)cc(Cl)cc1Cl	?	4	2%	-8	2%	17%	0	-2%	20	-22%
Cc1ccc(NC(=S)N2CCC(NC(=O)c3cccc(F)c3)CC2)cc1	-15%	-9	6%	-1	17%	2%	-6	-7%	19	5%
O=C(CCN1CCN(c2ccc(F)cc2)CC1)Nc1ccc(F)cc1	2%	-10	-3%	3	-3%	5%	23	6%	4	-1%
CCOc1ccc(N2CC(C(=O)Nc3ccc(N4CCOCC4)cc3)CC2=O)cc1 (stereo not given)	-17%	5	-5%[46.1 µM]	3	-2%	.	-104*	0%	-12	1%
COCCN1C(=O)C(O)=C(C(C)=O)C1c1ccc(F)cc1 (stereo not given)	2%	-5	1%	-11	4%	6%	-20	-1%	21	1%
O=C(Nc1ccccc1C(=O)NCCc1ccccc1)c1ccco1	?	10	-5%	5	-1%	-3%	2	-5%	4	-8%[0.46 µM]
Cc1cc(C)c(S(=O)(=O)Nc2ccc(C(N)=O)cc2)c(C)c1	2%	5	-2%	-14	1%	3%[11.5 µM]	4	-16%	-5	0%
O=C(CSc1nc2ccccc2nc1N1CCCCC1)Nc1ccc(F)cc1	?	-9	2%	1	.	-3%	9	.	-13	1%
Cc1[nH]c(=O)[nH]c(=O)c1S(=O)(=O)Nc1ccc(F)c([N+](=O)[O-])c1	-1%	-8	6%	1	3%	8%	8	13%	-1	0%
O=C(/C=C/c1ccc(F)cc1)NCC1(c2ccccc2)CCOCC1	1%	8	-9%[46.1 µM]	1	-3%	-2%	13	4%	-2	0%
Cc1ccc(C)c(N2CCN(CCCNC(=O)Cn3cc4c(n3)CCC(C)C4)CC2)c1 (stereo not given)	5%	9	-1%	1	0%	0%	12	7%	5	-5%

Look-ups from above:
Value of O=C(CSc1nc2ccccc2nc1N1CCCCC1)Nc1ccc(F)cc1 under Tb PFK inh: 1%
Value of CCOc1ccc(N2CC(C(=O)Nc3ccc(N4CCOCC4)cc3)CC2=O)cc1 (stereo not given) under Tb PFK inh: 1%

Next structures follow.
SMILES	BCR signal inh	Giardia kill	TCR act	FBPA coupling cs	GALK inh	AT treatment	hERG WT inh	MLL CXXC-DNA inh	TSHR antagonist	Tb PFK inh
Cn1c(-c2ccsc2)c(-c2cccs2)c2cc(Br)ccc21	16%	-17	-2%	.	.	-3%	-10	.	-2	0%
CC(C)C[C@H](NC(=O)c1nc[nH]c1C(=O)NCc1ccc(CNC(=O)OC(C)(C)C)cc1)C(=O)OCc1ccccc1	?	14	0%	-8	.	-1%	-11	6%	0	2%
Cc1ccccc1OCc1nnc2n1CC(C)S2 (stereo not given)	1%	-18	-9%	-2	-3%	3%	1	1%	1	-5%
Cc1cccc2nc(CSc3nnc(N)s3)cn12	-10%	-4	3%	1	2%	-4%	-9	14%	-4	7%
CCC1=C(OC(=O)N(CC)CC)N2C(=O)OC(=NCC(=O)OC)[C@]2(C)[C@H]2C1=CC[C@H]1C(=O)NC(=O)[C@H]12	2%	-17	-3%	-4&2	-1%	-16%	3	17%	2	-5%
CCN1C(=O)[C@@H]2[C@H](C1=O)[C@@H]1CC(C(=O)OC)=C[C@@H](C(=O)OC)C3C1=C(C(=O)C3(CC)CC)[C@@H]2C (stereo not given in full)	.	3&-19	4%	0	.	.	2	.	.	.
COc1cccc(-n2cc(CNC(=O)C3CCC(=O)N(C4CC4)C3)cn2)c1 (stereo not given)	21%	11	-5%	0	-3%	3%	-17	-6%	4	1%
CN(CC(=O)Nc1cccc(F)c1)C(=O)c1ccccc1-n1cnnn1	-1%	-2	2%	.	.	0%	0	.	31	-4%
Cc1coc2cc3oc(=O)c(CCC(=O)N4C[C@H]5C[C@@H](C4)c4cccc(=O)n4C5)c(C)c3cc12	16%	14	-1%	0	.	-17%	-1	2%	-2	-2%
O=C(OC(C(=O)c1c[nH]c2ccccc12)c1ccccc1)c1cnccn1 (stereo not given)	-1%	16	-6%	-1	-3%	5%	4	-4%	-9	0%

Part of the list above in order of number of heavy atoms, falling:
SMILES	BCR signal inh	Giardia kill	TCR act	FBPA coupling cs	GALK inh	AT treatment	hERG WT inh	MLL CXXC-DNA inh	TSHR antagonist	Tb PFK inh
CCC1=C(OC(=O)N(CC)CC)N2C(=O)OC(=NCC(=O)OC)[C@]2(C)[C@H]2C1=CC[C@H]1C(=O)NC(=O)[C@H]12	2%	-17	-3%	-4&2	-1%	-16%	3	17%	2	-5%
Cc1coc2cc3oc(=O)c(CCC(=O)N4C[C@H]5C[C@@H](C4)c4cccc(=O)n4C5)c(C)c3cc12	16%	14	-1%	0	.	-17%	-1	2%	-2	-2%
Cc1cccc2nc(CSc3nnc(N)s3)cn12	-10%	-4	3%	1	2%	-4%	-9	14%	-4	7%

Further entries follow:
SMILES	BCR signal inh	Giardia kill	TCR act	FBPA coupling cs	GALK inh	AT treatment	hERG WT inh	MLL CXXC-DNA inh	TSHR antagonist	Tb PFK inh
CCC(C)NC(=O)c1cc(Sc2nnc(C)s2)nc2ccccc12 (stereo not given)	12%	.	-6%[46.1 µM]	2	1%	-2%	.	12%	5	1%
COc1ccc(S(=O)(=O)N2CCCC(C(=O)NCc3ccco3)C2)cc1Cl (stereo not given)	-1%	2	0%	-1	-1%	0%	2	0%	2	4%
COc1cc(CNCc2ccncc2)cc(OC)c1OC	0%	7	12%	1	4%	-6%	0	2%	10	1%
CCC(C)NC(=O)c1cc(C)no1 (stereo not given)	?	-8	.	1	1%	-1%	-11	1%	-5	0%
CCOC(=O)C1=NN(c2cccc(C)c2)C2(S1)SC(C(C)=O)=C(C)N2c1ccccc1 (stereo not given)	5%	12	3%	-9	4%	.	2	0%	-1	1%
Cn1ccnc1SCc1cn2cc(Br)ccc2n1	-7%	-13	2%	0	1%	-6%	-5	0%	8	0%
CCOC(=O)C1=NN(C(=O)c2cccc(Br)c2)C(O)(C(C)(C)C)C1 (stereo not given)	?	.	.	1	-2%	17%	.	-13%	-2	0%
C=C(C)COc1ccc(-c2n[nH]c(C)c2-c2ccc(OC)cc2)c(O)c1	24%	7	-2%	-5	3%	-3%	4	6%	-7	5%
CCOc1ccc(S(=O)(=O)Nc2cccc(C(=O)N3CCN(c4ccc(OC)cc4)CC3)c2)cc1	-23%	13	-15%	1	1%	.	11	-15%	-9	0%
Cc1nc2c([N+](=O)[O-])c(C)c(C)cc2[nH]1	7%	6	5%	0	-1%	4%	-4	-4%	3	-3%
